# MITF inh – MITF inhibitors, primary screen, biochemical, AlphaScreen, human. Microphthalmia-associated transcription factor (Homo sapiens), O75030. AlphaScreen MITF homodimerization, bead proximity signal. inhibition, % at 2.6 µM. hit rate 0.91% among 650,000; in the data active = inhibition above about 50%;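 also: 0% = vehicle wells with protein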
# Target sequence (O75030 whole entry, looked up): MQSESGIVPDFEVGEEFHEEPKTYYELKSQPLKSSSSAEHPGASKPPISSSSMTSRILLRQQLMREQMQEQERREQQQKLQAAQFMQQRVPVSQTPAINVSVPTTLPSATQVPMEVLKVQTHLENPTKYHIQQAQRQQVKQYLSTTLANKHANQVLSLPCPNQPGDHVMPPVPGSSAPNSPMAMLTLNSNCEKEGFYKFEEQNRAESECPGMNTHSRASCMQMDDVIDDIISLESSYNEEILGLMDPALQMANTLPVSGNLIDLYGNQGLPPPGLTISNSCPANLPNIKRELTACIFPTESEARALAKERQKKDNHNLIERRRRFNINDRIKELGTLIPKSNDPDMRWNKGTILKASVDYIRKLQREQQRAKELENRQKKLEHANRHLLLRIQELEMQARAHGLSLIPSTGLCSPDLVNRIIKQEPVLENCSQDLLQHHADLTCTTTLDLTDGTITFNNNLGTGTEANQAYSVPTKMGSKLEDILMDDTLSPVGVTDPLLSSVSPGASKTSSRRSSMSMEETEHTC
# FBW7 act – FBW7 E3 ligase activators, primary screen, biochemical, AlphaScreen, human; F-box/WD repeat-containing protein 7 (Homo sapiens), Q969H0; AlphaScreen FBW7–phospho-cyclin E peptide binding, activator screen; normalized activity (activation), % at 26.1 µM; hit rate 0.13% among 650,000; AID 1259310, 2017; in the data active = normalized activity above about 1.9%;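 also: purified mutant Fbw7 with reduced substrate affinity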
# TEAD-YAP block – TEAD-YAP interaction inhibition, primary screen, TEAD-YAP interaction inhibitor project, luminescence, HEK-TIYL cells. TEAD-Gal4/YAP UAS-luciferase luminescence. inhibition, % at 9.12 µM. hit rate 1.4% among 640,000; in the data active = inhibition above about 32%;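 also: 0% = median of test compound wells and 100% = reference inhibitor wells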
# GPR151 ag – activators of human GPR151, primary screen, cell-based, PathHunter beta-arrestin, luminescence. hit rate 1% among 650,000. PathHunter beta-arrestin GPR151 cells. activation, % at 11.2 µM. G-protein coupled receptor 151 (Homo sapiens), Q8TDV0; in the data active = activation above about 4.9%;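 also: 0% = median of compound wells and 100% = cells with positive control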
# An asterisk follows results filed as active; · = no result given.
# Codes – A = MITF inh; B = FBW7 act; C = TEAD-YAP block; D = GPR151 ag
1. O=C(CCNS(=O)(=O)c1ccc(Cl)cc1)N/N=C/c1ccccc1
  A = 13.5; B = 0.1; C = 6.6; D = -0.3

2. O=C(NC1(C(F)(F)F)Oc2ccccc2O1)N1CCCCC1
  A = -5.0; B = 0.0; C = -27.5; D = 1.0

3. Cc1cccc(NC(C)C(=O)N/N=C/c2ccncc2)c1 (stereo not drawn)
  A = 0.0; B = 0.1; C = -6.5; D = -1.5

4. CCOc1ccccc1NC(=O)c1c(NCc2ccncc2)sc2c1CCC2
  A = 1.1; B = -0.3; C = -1.6; D = -0.4

5. CCN(CC)C(=O)/C(C#N)=C/c1ccc(OC)cc1
  A = 16.6; B = 0.4; C = 2.0; D = -0.4

6. COc1ccc(C(=O)NCc2cn(C)nc2C)cc1
  A = 7.5; B = -0.1; C = -3.3; D = 0.1

7. Cc1cccnc1CC(C)NC(=O)Cn1nnnc1CN1CCCCCC1 (stereo not drawn)
  A = -6.8; B = 0.0; C = -4.5; D = -0.9

8. CCOc1ccc(-n2c(=S)sc3c(=O)n(-c4ccccc4)c(SCc4cccc([N+](=O)[O-])c4)nc32)cc1
  A = -6.2; B = -0.1; C = 10.9; D = -0.4

9. Cc1cc(C)c2[nH]c(=O)c(CN(CC3COCCO3)C(=O)N3CCOCC3)cc2c1 (stereo not drawn)
  A = -2.6; B = 0.0; C = 6.2; D = 1.0

10. CC[C@H](Cn1ncc2ccccc2c1=O)NC(=O)c1cc(OC)c(OC)cc1-n1cnnn1
  A = -4.5; B = 0.2; C = -2.1; D = 0.3

11. Cc1ccc(OCCNCC(O)COc2ccccc2)cc1 (stereo not drawn)
  A = 13.7; B = -0.1; C = 7.4; D = 2.1

12. CC(CN1CCc2nnc(CNC(=O)c3ccncc3)n2CC1)c1ccccc1 (stereo not drawn)
  A = 1.3; B = -0.1; C = 1.1; D = 0.3

13. CN(C)CCN1C(=O)C(O)=C(C(=O)c2ccco2)C1c1ccccn1 (stereo not drawn)
  A = -3.1; B = -0.1; C = -3.6; D = 0.5

14. CCSc1ccccc1C(=O)Nc1cc(OC)c(OC)c(OC)c1
  A = 0.5; B = 0.0; C = 10.0; D = 0.1

15. CCOc1cccc(CN2CCN(Cc3ccccc3C)C(CCO)C2)c1 (stereo not drawn)
  A = -3.5; B = 0.3; C = 6.1; D = -0.6

16. CCOc1cc(-c2nc3cc(C)ccn3c2NCC2CCCO2)ccc1O (stereo not drawn)
  A = -10.4; B = 0.0; C = -2.6; D = 1.0

17. Cc1cccnc1C(c1ccccc1)N(C)C(=O)C1CCN(C(=O)Cc2cccs2)CC1 (stereo not drawn)
  A = 8.5; B = 0.2; C = 11.3; D = 0.1

18. C=CCn1c(CCSCCCC)n[nH]c1=S
  A = -8.1; B = -0.3; C = -2.5; D = 0.0

19. COc1ccc(OC)c(NC(=O)COc2cc(Cl)ccc2Cl)c1
  A = 25.6; B = 0.6; C = -5.6; D = -0.5

20. O=C(NC1(C(F)(F)F)NC(=O)N(Cc2ccccc2)C1=O)c1ccc(Cl)cc1 (stereo not drawn)
  A = 5.0; B = -0.1; C = -4.4; D = -0.8

21. Cc1ccc(S(=O)(=O)OCC(F)(F)C(F)F)cc1
  A = -1.5; B = -0.2; C = -5.2; D = 1.8

22. CC(C)(C)c1ccc(-c2c(C#N)c(N)nc3c2CCCCC3)s1
  A = -35.8; B = 0.1; C = -2.8; D = -1.3

23. COc1ccc(OC)c2c(C)cc(NCCN3CCOCC3)nc12
  A = -5.2; B = -0.1; C = 2.0; D = 0.3

24. O=c1c2ccccc2nc(-c2ccc([N+](=O)[O-])cc2)n1-c1ccc(Oc2ccccc2)cc1
  A = 20.1; B = -0.2; C = 4.8; D = 3.2

25. O=[N+]([O-])c1cc(S(=O)(=O)Nc2ccccc2)ccc1N1CCCCC1
  A = -3.3; B = -0.1; C = 6.0; D = -0.6

26. COc1ccc(OC)c(C2NC(=S)NC(C)=C2C(=O)OCCc2ccccc2)c1 (stereo not drawn)
  A = 12.6; B = -0.1; C = 2.4; D = 1.5

27. OC1CCN(Cc2ccc3c(c2)CN(Cc2cccc4nccnc24)CCO3)CC1
  A = 11.6; B = -0.1; C = 3.8; D = 0.2

28. CCOc1ccc(NC(=O)C2C3C=CC4(O3)C2C(=O)N(C2CCCCCCC2)C4C(=O)NC2CCCCC2C)cc1 (stereo not drawn)
  A = 3.6; B = 0.4; C = 5.7; D = 2.7

29. S=C(NNc1nc(N2CCCC2)nc(N2CCCC2)n1)NC1CCCCC1
  A = -10.8; B = -0.5; C = 39.2*; D = 0.2

30. CCc1ccc(CN(C)C(=O)CC2C(=O)NCCN2Cc2cccc(OC)c2OC)cc1 (stereo not drawn)
  A = -10.8; B = 0.1; C = -0.4; D = 0.2

# 13 compounds out of the list, ordered by heavy-atom count, lowest first:
# Codes – A = MITF inh; B = FBW7 act; C = TEAD-YAP block; D = GPR151 ag
18. C=CCn1c(CCSCCCC)n[nH]c1=S
  A = -8.1; B = -0.3; C = -2.5; D = 0.0

3. Cc1cccc(NC(C)C(=O)N/N=C/c2ccncc2)c1 (stereo not drawn)
  A = 0.0; B = 0.1; C = -6.5; D = -1.5

2. O=C(NC1(C(F)(F)F)Oc2ccccc2O1)N1CCCCC1
  A = -5.0; B = 0.0; C = -27.5; D = 1.0

19. COc1ccc(OC)c(NC(=O)COc2cc(Cl)ccc2Cl)c1
  A = 25.6; B = 0.6; C = -5.6; D = -0.5

14. CCSc1ccccc1C(=O)Nc1cc(OC)c(OC)c(OC)c1
  A = 0.5; B = 0.0; C = 10.0; D = 0.1

29. S=C(NNc1nc(N2CCCC2)nc(N2CCCC2)n1)NC1CCCCC1
  A = -10.8; B = -0.5; C = 39.2*; D = 0.2

20. O=C(NC1(C(F)(F)F)NC(=O)N(Cc2ccccc2)C1=O)c1ccc(Cl)cc1 (stereo not drawn)
  A = 5.0; B = -0.1; C = -4.4; D = -0.8

12. CC(CN1CCc2nnc(CNC(=O)c3ccncc3)n2CC1)c1ccccc1 (stereo not drawn)
  A = 1.3; B = -0.1; C = 1.1; D = 0.3

9. Cc1cc(C)c2[nH]c(=O)c(CN(CC3COCCO3)C(=O)N3CCOCC3)cc2c1 (stereo not drawn)
  A = -2.6; B = 0.0; C = 6.2; D = 1.0

30. CCc1ccc(CN(C)C(=O)CC2C(=O)NCCN2Cc2cccc(OC)c2OC)cc1 (stereo not drawn)
  A = -10.8; B = 0.1; C = -0.4; D = 0.2

24. O=c1c2ccccc2nc(-c2ccc([N+](=O)[O-])cc2)n1-c1ccc(Oc2ccccc2)cc1
  A = 20.1; B = -0.2; C = 4.8; D = 3.2

8. CCOc1ccc(-n2c(=S)sc3c(=O)n(-c4ccccc4)c(SCc4cccc([N+](=O)[O-])c4)nc32)cc1
  A = -6.2; B = -0.1; C = 10.9; D = -0.4

28. CCOc1ccc(NC(=O)C2C3C=CC4(O3)C2C(=O)N(C2CCCCCCC2)C4C(=O)NC2CCCCC2C)cc1 (stereo not drawn)
  A = 3.6; B = 0.4; C = 5.7; D = 2.7

# Continued:
# Codes – A = MITF inh; B = FBW7 act; C = TEAD-YAP block; D = GPR151 ag
31. CC(=O)c1cccc(NC(=O)c2ccc(Cl)c(S(=O)(=O)N3CCCCCC3)c2)c1
  A = 0.7; B = 0.1; C = 15.0; D = -0.2

32. COc1cc(/C=C(\C#N)C(=O)C(C)(C)C)cc(OC)c1OC
  A = -6.8; B = 0.0; C = 1.7; D = 1.3

33. COc1ccc(-c2cnc3c(NCc4ccc(S(N)(=O)=O)cc4)nccn23)cc1OC
  A = -6.8; B = 0.1; C = -5.5; D = 0.1

34. CCN1C(=O)S/C(=C/c2ccc(-c3ccccc3)o2)C1=O
  A = 5.8; B = 0.0; C = -17.7; D = 0.0

35. COc1cc(OC)c(NC(=O)CN2Cc3ccccc3C2=O)cc1Cl
  A = 3.9; B = 0.2; C = 5.1; D = -0.9

36. CCc1ccccc1NC(=O)C1CCCN(S(=O)(=O)c2ccc3[nH]c(=O)ccc3c2)C1 (stereo not drawn)
  A = -4.0; B = -0.2; C = -7.7; D = 1.2

37. COc1ccc(NC(=O)CN2CCC(n3nnc4cc(C)ccc43)CC2)cc1
  A = -5.7; B = 0.0; C = 9.4; D = 0.3

38. CCc1ccc(-n2c(=S)sc3c(=O)n(-c4ccccc4C)c(SCc4csc(C)n4)nc32)cc1
  A = -18.0; B = 0.1; C = -6.0; D = 4.5

39. CCOC(=O)CN1C(=O)N[C@@H](c2ccc(Br)cc2)C(C(=O)OC)=C1C
  A = 13.2; B = 0.6; C = ·; D = 5.0*

40. O=C(CCCCCN1C(=O)c2cccc3cccc(c23)C1=O)Nc1ccc(Cl)cc1
  A = -0.2; B = 0.0; C = 5.3; D = 0.6

41. CC(C)C[C@H]1NC(=O)[C@H]2CN(Cc3ccc(CN4CCCCC4)s3)CCN2C1=O
  A = 11.9; B = 0.1; C = 6.7; D = -0.3

42. CCSc1nnc(NC(=O)c2ccccn2)s1
  A = 50.5; B = -0.8; C = 9.0; D = -6.3

43. Nc1cnc2c3c(sc2n1)CCCC3
  A = 5.0; B = -0.1; C = -7.7; D = -0.9

# No enrichment for hits; overall some 3.4% were active at least once.
